Screening results: PubChem, several laboratories
eLon inh = inhibits E. coli Lon protease. purified E. coli Lon protease, fluorescence polarization. 360,000 tested, 0.42% active. P0A9M0. inhibition, % at 7.94 µM; in the data active means inhibition above about 13%, passing the limit was not always enough;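 further: 0% = enzyme with probe and DMSO and 100% = no enzyme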
bovine MsrA act = bovine methionine sulfoxide reductase A activation. 360,000 tested, 0.3% active. activation, % at 10.6 µM. purified bovine MsrA, absorbance read-out. AID 602163; in the data active means activation above about 7.5%;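 further: 0% = vehicle and 100% = reference activator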
MLLE-PAM2 inh = inhibitors of microRNA-mediated deadenylation, human PABP1 MLLE binding. 360,000 tested, 0.36% active. inhibition, % at 20 µM. P11940. AID 588489. GST-MLLE / FITC-PAM2 fluorescence polarization; in the data active means inhibition above about 35%, passing the limit was not always enough;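 further: plate controls were DMSO wells with GST-MLLE for no effect and wells lacking GST-MLLE protein for full effect; some results filed as inactive read as strong as hits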
SKN-1 block = inhibitors of C. elegans SKN-1 | 360,000 tested, 0.49% active | C. elegans VP596 Pgst-4::GFP/RFP ratio, acrylamide-induced, 24 h | inhibition, % at 21.8 µM;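 active means interference check ratio from 0.5 to 1.5 plus GFP to RFP signal ratio inhibition reaching or exceeding a fixed threshold, cut at about 30% in these data, passing the limit was not always enough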; further: some compounds called inactive have numbers as strong as hits
Rin1 Abl inh = inhibitors of human Rin1-Abl protein interaction; AID 588664; inhibition, % at 7.35 µM; TR-FRET Rin1/Abl binding, biochemical; 360,000 tested, 0.4% active; in the data active means inhibition above about 5%, passing the limit was not always enough
Target sequence (P00519 whole entry, looked up): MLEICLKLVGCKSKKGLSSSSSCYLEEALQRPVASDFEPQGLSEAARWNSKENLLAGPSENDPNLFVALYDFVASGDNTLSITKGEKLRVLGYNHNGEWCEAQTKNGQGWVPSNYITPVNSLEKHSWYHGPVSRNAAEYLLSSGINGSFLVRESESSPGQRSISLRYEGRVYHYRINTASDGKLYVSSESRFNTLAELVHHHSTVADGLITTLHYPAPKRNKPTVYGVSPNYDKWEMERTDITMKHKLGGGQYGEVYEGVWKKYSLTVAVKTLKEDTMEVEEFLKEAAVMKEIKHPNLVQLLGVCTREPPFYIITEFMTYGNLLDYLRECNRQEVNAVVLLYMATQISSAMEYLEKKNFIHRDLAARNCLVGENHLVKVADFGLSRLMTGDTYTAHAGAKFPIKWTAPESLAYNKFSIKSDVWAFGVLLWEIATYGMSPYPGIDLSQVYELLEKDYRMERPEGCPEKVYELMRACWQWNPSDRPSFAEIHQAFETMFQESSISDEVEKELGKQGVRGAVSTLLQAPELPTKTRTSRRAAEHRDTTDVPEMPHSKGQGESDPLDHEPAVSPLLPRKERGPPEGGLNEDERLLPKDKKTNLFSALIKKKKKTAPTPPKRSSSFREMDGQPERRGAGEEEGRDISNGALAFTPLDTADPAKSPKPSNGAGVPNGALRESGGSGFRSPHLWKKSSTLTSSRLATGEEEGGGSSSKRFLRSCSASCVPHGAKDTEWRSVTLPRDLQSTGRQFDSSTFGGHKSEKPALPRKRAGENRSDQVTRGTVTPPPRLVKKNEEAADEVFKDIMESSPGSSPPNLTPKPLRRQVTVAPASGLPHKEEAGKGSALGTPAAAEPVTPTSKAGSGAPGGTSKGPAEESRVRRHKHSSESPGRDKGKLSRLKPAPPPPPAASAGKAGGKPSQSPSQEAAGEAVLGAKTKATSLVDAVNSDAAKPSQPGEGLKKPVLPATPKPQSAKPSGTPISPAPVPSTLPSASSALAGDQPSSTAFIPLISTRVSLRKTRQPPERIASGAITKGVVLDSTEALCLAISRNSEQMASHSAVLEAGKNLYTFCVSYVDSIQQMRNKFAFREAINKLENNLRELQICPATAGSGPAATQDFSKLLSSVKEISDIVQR
Target sequence (Q13671 whole entry, looked up): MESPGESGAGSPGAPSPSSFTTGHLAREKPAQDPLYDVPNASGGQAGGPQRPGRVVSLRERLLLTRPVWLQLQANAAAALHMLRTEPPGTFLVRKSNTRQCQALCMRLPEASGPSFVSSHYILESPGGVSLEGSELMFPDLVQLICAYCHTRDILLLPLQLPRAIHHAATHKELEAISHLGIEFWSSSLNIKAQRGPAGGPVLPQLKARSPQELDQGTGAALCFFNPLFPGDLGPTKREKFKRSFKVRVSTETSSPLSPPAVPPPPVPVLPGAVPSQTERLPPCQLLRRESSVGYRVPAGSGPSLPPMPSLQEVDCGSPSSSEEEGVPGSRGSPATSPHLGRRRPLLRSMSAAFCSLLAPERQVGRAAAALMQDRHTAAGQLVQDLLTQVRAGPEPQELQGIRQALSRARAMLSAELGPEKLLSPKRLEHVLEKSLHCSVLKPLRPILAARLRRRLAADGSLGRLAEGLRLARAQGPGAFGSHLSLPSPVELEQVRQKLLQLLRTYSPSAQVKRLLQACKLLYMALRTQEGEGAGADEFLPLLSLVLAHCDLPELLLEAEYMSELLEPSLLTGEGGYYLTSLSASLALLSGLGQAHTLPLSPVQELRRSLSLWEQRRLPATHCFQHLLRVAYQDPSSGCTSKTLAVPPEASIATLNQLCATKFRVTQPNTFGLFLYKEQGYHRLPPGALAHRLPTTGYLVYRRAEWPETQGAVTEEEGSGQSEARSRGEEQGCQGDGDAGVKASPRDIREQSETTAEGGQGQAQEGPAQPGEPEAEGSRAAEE
MT1-MMP act inh = MT1-MMP (human) activation inhibition | P50281 | HT1080 RFP-PRO-GFP cells, GFP/RFP ratio fluorescence, overnight; percent of plate control window, DMSO zero | GFP/RFP ratio change, % at 20 µM | 360,000 tested, 0.061% active | AID 651647;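 active means GFP/RFP ratio change of at least 30% with cell ATP level not reduced by more than half and red fluorescence within 50% of control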; further: strong numbers were not always called active
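Assay system: HT1080 RFP-PRO-GFP cells | Dosing: 20 µM single dose, 1% DMSO | Incubation: Cells overnight before dosing, compound overnight, 37 °C, 5% CO2 | Evaluation: GFP/RFP fluorescence ratio | Control set: DMSO-only wells and HT1080 RFP-L50D-GFP cell wells as references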
Neddyl block = cullin neddylation inhibition. TR-FRET cullin neddylation, biochemical. calls only at 25 µM. 360,000 tested, 0.58% active. AID 651699; in the data active means inhibition above about 36%
FAS TE block = blocks the thioesterase domain of human fatty acid synthase. P49327. inhibition, % at 15 µM. recombinant FAS-TE, OMFH fluorogenic substrate, fluorescence endpoint. 360,000 tested, 0.67% active;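 active means compounds whose normalised, plate-corrected inhibition of enzyme fluorescence in the single-dose primary screen is 50% or more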;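 further: 0% = DMSO with enzyme and 100% = substrate without enzyme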
NRP1-CendR mod = NRP-1/CendR interaction modulation. 360,000 tested, 0.85% active. AID 602438. inhibition, % at 25 µM. O14786. FAM-RPARPAR peptide binding to NRP-1, fluorescence polarization;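 active means inhibition or corrected inhibition above about 18%, plus a signal ratio from 0.5 to 1.5, limit read from the data, passing the limit was not always enough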; further: strong numbers were not always called active
* = called active by the depositor; i = inactive; . = no result given; & = joins results of further samples; ! = not active in a repeat.

SMILES	eLon inh	bovine MsrA act	MLLE-PAM2 inh	SKN-1 block	Rin1 Abl inh	MT1-MMP act inh	Neddyl block	FAS TE block	NRP1-CendR mod
CCOc1ccccc1C1CC(=O)NC2=C1C(=O)CC(C)(C)C2 (configuration not stated)	-0.3	-3.4	-3.4	-4.4	-0.8	3.8	i	-1.5	25.7*
CN(C)c1ccc(CN2CCC(C(N)=O)CC2)cc1	3.4	-3.0	10.6	-2.4	1.4	0.6	i	-4.5	1.9
Cc1ccc(CNS(=O)(=O)/C=C/c2ccc3c(c2)OCO3)cc1	-2.6	-0.6	-3.9	8.5	0.9	3.0	i	6.2	-1.5
COc1ccc(-c2cc(C(F)(F)F)n3nc(C(=O)N4CCN(C(=O)c5ccco5)CC4)cc3n2)cc1	-0.2	0.6	12.5	3.4	-5.3	3.9	.	5.8	8.1
O=C(CC(CC(=O)c1ccc(Cl)cc1)c1ccccc1C(=O)O)c1ccc(Cl)cc1	-9.3	-9.3	-6.0	-18.4	-3.0	-0.9	i	16.5	-4.0
CCOC(=O)C1CCN(C(=O)CSc2cc(=O)n(CC)c3ccccc23)CC1	4.6	-7.1	-13.0	2.7	-61.9	0.2	i	-1.5	3.6
COC(=O)[C@]1(Cc2ccccc2)N[C@H](CN(C)C(=O)Nc2ccc(F)cc2)[C@@H]2C(=O)N(C)C(=O)[C@@H]21	-3.7	-5.3	4.8	-2.5	0.4	4.2	i	-9.8	-1.4
CCCCn1[nH]c(-c2ccccc2)cc1=O	5.2	-5.8	30.5	-24.2	-4.1	0.9	i	-15.4	0.0
O=C(c1ccc(S(=O)(=O)Nc2ccccc2)cc1)N1CCCC(C(F)(F)F)C1 (configuration not stated)	-26.7	-11.5	-4.0	-7.5	1.6	6.7	i	1.3	-2.7
O=C(COC(=O)c1ccc(NS(=O)(=O)c2ccc3c(c2)OCCO3)cc1)NC1CC1	-3.9	-10.3	1.1	-18.4	-2.5	-4.7	i	-6.8	0.4
CSc1ncc(Cl)c(C(=O)Nc2ccc(S(=O)(=O)Nc3nccc(C)n3)cc2)n1	2.9	0.5	-11.1	4.7	1.0	-7.5	i	-3.6	4.9
COc1ccccc1CNC(=O)CSc1nnc2c(Cl)cc(C(F)(F)F)cn12	-4.5	4.6	-39.9	0.8	0.1	1.5	i	-7.5	-0.5
CCN(C(=O)COC(=O)c1c(C)nn(-c2ccccc2)c1Cl)c1c(N)n(Cc2ccccc2)c(=O)[nH]c1=O	-9.0	-4.2	-9.7	-1.6	0.1	-4.2	i	-3.6	-1.3
CCOC(=O)c1ccc(Cn2cnc3ccccc3c2=O)cc1	-3.2	-1.6	-1.3	1.2	-2.6	-4.2	i	-0.3	-3.2
CCCCCOc1ccc(C(=O)NC(C(=O)O)C(C)C)cc1 (configuration not stated)	-2.4	-1.8	-0.6	5.7	2.1	-2.4	i	-4.3	-1.9
CC(C)(CNCc1ccccc1)NS(=O)(=O)c1ccccc1	6.3	-2.6	3.5	14.0	1.2	-0.2	i	-4.4	3.7
CC(C)(C)c1ccc(-c2c(C(=O)O)c(C(=O)O)c3n2CSC3)cc1	-37.5	-3.0	22.4	6.7	2.4	-7.0	i	-0.8	-50.4
CCc1c(C)c2ccc(OCC(N)=O)cc2oc1=O	2.3	-1.1	-5.1	16.2	-3.7	4.5	.	-0.2	3.3
CSCC(=O)N1CCCC(CNC(=O)c2ccc(-c3ccccc3)cc2)C1 (configuration not stated)	-4.1	-2.7	15.2	10.5	0.2	-1.1	i	-2.6	-14.5
COc1cc(CN2CCN(S(=O)(=O)c3ccc(F)cc3)CC2)cc(OC)c1OC	7.2	-1.9	-10.8	4.4	-2.1	0.4	i	-2.7	0.3
C[C@@H]1CN([C@@H](C)CO)C(=O)c2cc(NC(=O)Nc3cccc4ccccc34)ccc2O[C@@H](C)CCCCO[C@H]1CN(C)C(=O)c1ccccc1	0.8	-1.5	-9.7	0.7	-0.6	1.5	i	11.4	-6.8
CC(C)C(=O)Nc1cccc(C(=O)NCc2ccc3c(c2)OCO3)c1	3.4	-3.0	11.2	-11.1	-3.1	0.0	i	-9.0	-3.3
O=c1cc(CN2CCN(Cc3ccccc3)CC2)c2cc(Cl)ccc2o1	-1.1	-0.9	-0.7	-5.8	-1.7	6.5	i	6.7	-1.3
Cc1ccc(NS(=O)(=O)N(C)C)cc1	0.5	-1.7	4.7	13.4	-3.0	1.1	i	-9.2	-4.5
CCN1CCN(Cc2ccc(NC(=O)c3ccc(C)c(NC(=O)c4cccc5[nH]ccc45)c3)cc2C(F)(F)F)CC1	12.8*!	1.5&-2.1	-22.2&-1.8	12.6&-9.2	-3.6&5.0	-8.0&-8.7	i	-1.6&-10.1	-3.9&-28.7
CCOC(=O)c1ncn2c1[C@@H]1CCNC1C(=O)c1cc(OC)ccc1-2 (some centres not stated)	-5.5	-2.6	4.5	9.6	0.5	-1.9	i	-1.1	-1.3
Cc1nn(CC(C)C)c(=S)[nH]c1=O	11.8	-1.2	14.9	16.6	-6.2	3.6	i	-7.7	8.8
CCCn1c(SCC(=O)Nc2cc(Cl)ccc2OC)n[nH]c1=O	1.1	-0.8	-13.3	-1.9	-2.9	2.9	i	0.8	-0.6
O=C(Nc1ccccc1C(=O)NCc1ccc(Cl)cc1)c1ccco1	-3.4	-11.9	-2.4	13.0	-2.7	0.0	i	17.5	-0.2
COC(=O)[C@H](CC(C)C)NC(=O)Cn1cnc2c(NCc3ccccc3)ncnc21	3.7	-1.3	-5.5	10.0	2.0	0.9	i	-5.7	8.4
O=c1c2ccccc2nc(COc2ccccc2)n1/N=C/c1c[nH]c2ccccc12	-2.5	-1.2	-4.1	16.7	1.8	-1.6	i	-6.2	-10.8
Cc1cc(C)cc(N=C2NC(=O)/C(=C/c3cccs3)S2)c1	-4.1	-9.5	-118.0	14.9	3.6	-3.0	i	14.1	-10.8
Cc1cc(C)c(C#N)c(N2CCCC(C(N)=O)C2)n1 (configuration not stated)	-2.2	-2.0	3.0	19.5	2.5	-5.4	.	-4.3	-6.4
O=[N+]([O-])c1nc2ccccc2[nH]1	6.2	-3.4	-1.1	11.3	1.1	8.6	i	-1.5	1.3
CCCNC(=O)C(Cc1ccc(C(F)(F)F)cc1)NC(=O)c1ccc(C#N)cc1 (configuration not stated)	14.4	-3.8	1.0	-2.7	3.8	-3.4	i	38.2	21.2
CCOC(=O)[C@H]1[C@H]2COc3ccc(Br)cc3[C@H]2N2C(=O)CN(Cc3ccc(C)cc3)C(=O)[C@@]12C	4.2	-11.8	46.8*	-8.8	-3.2	-23.8	i	14.2	-11.0
CCOC(=O)c1sc(NC(=O)c2ccc(CC)s2)nc1C	0.3	-1.3	-8.5	-5.3	-1.5	0.8	i	-3.8	1.5
CC(C)CCN1C(=O)c2ccc(C(=O)NCc3ccccn3)cc2C1=O	6.8	-7.8	1.7	-4.3	2.8	-3.3	i	-8.9	15.4
Cc1sc(N/N=C/c2cc([N+](=O)[O-])ccc2O)nc1-c1ccccc1	7.8	-1.2	-9.0	8.8	4.8	5.5	i	9.8	2.2
Cc1ccc(C2C(C#N)=C(N)Oc3nc(-c4ccccc4)[nH]c32)o1 (configuration not stated)	-5.7	-0.8	7.5	-0.3	-0.7	1.6	i	0.3	12.4
CC1(C(=O)NS(=O)(=O)c2cccc(C#N)c2)CCN1C(=O)C1(c2ccc(Cl)cc2)CC1 (configuration not stated)	-9.8	-3.0	5.4	12.8	-2.5	-1.3	i	-3.7	-3.8
COc1cccc(C(=O)C2=NN(C(C)=O)CC2c2ccco2)c1 (configuration not stated)	-0.2	-9.9	19.1	-9.9	-2.0	-0.5	i	2.9	-0.2
CCc1nnc(SCC(=O)Nc2ccc(NC(C)=O)cc2)n1-n1cccc1	2.2	-1.4	7.8	2.3	2.6	3.4	i	-8.5	9.4
CCN(c1ccc(OC)cc1)S(=O)(=O)c1nnc(NC(=O)c2ccccc2Cl)s1	2.1	-5.7	0.7	-27.0	5.0	12.2	i	-0.7	-4.1
Cc1ccc(NC(=O)CN2CCN(C)CC2)cc1S(=O)(=O)N1CCOCC1	-10.0	-3.9	-8.7	-5.8	0.2	-1.1	i	-5.4	-0.1
COc1cccc(NC(=O)CN2CCSc3ccccc32)c1	1.5	-4.1	6.5	-1.8	-1.6	-0.9	i	8.6	13.4
Cc1ccc(S(=O)(=O)NCC(=O)N2CCCC2C(=O)O)cc1 (configuration not stated)	-2.5	-0.5	2.7	-2.5	-1.1	3.5	i	-2.1	1.6
Cc1cc(NC(=O)CCN2CCN(C)CC2)ccc1Br	-5.0	-1.8	3.7	-17.1	-2.1	2.2	i	-4.2	11.5
CCc1nnc(NC(=O)c2ccc(-c3cccc(C(F)(F)F)c3)o2)s1	3.5	0.4	8.0	-1.9	1.5	3.4	.	-6.7	7.3
CCNc1cc(S(=O)(=O)C(F)(F)F)ccc1N	-5.8	-2.9	9.3	20.8	-7.7	-6.7	i	-3.2	-0.1
(listing goes on)
SMILES	eLon inh	bovine MsrA act	MLLE-PAM2 inh	SKN-1 block	Rin1 Abl inh	MT1-MMP act inh	Neddyl block	FAS TE block	NRP1-CendR mod
C/C=C(/C)C(=O)Nc1cccc(C2=NOC3(C2)C[C@@H](C(N)=O)N(C(=O)/C=C/CC)C3)c1 (some centres not stated)	-8.3	-3.1	8.1	12.2	3.6	0.6	i	-7.2	3.6
COc1ccc(CNC(=O)C(OC(=O)c2cccs2)C(C)C)cc1 (configuration not stated)	1.1	2.9	0.6	-0.8	1.1	-0.7	i	-3.7	1.0
CN(C)S(=O)(=O)N1CCN(c2ccnc3cc(Cl)ccc23)CC1	-7.6	-1.1	2.9	6.7	-4.3	1.8	i	2.8	1.1
Cc1cc(C)n(NC(=S)NC2CCCC2)c(=O)c1C#N	-7.0	-4.2	44.9*	-5.3	-3.6	1.7	i	-4.0	4.7
COC(=O)c1ccccc1NS(=O)(=O)c1c(C)noc1C	-2.1	-2.4	-12.2	7.6	-2.8	-0.7	i	-3.6	4.2
Cc1c(Cl)cccc1NC(=S)N1CCN(Cc2ccccc2)CC1	5.0	-6.5	-68.6	-3.4	-0.7	-1.3	i	-4.1	-7.5
Cc1ccc2c(c1)sc(-c1ccc(N(C)C)cc1)[n+]2C	-3.8	0.6	25.4	14.2	-5.0	-34.0	i	-6.8	-8.2
CC(=O)N1CCCc2cc(S(=O)(=O)N3CCCC(C(=O)N4CCN(c5ccccc5)CC4)C3)ccc21 (configuration not stated)	-6.4	-1.2	3.7	4.8	-4.3	-4.0	i	1.0	5.4

Part of the list above in order of number of heavy atoms, low to high:
SMILES	eLon inh	bovine MsrA act	MLLE-PAM2 inh	SKN-1 block	Rin1 Abl inh	MT1-MMP act inh	Neddyl block	FAS TE block	NRP1-CendR mod
Cc1ccc2c(c1)sc(-c1ccc(N(C)C)cc1)[n+]2C	-3.8	0.6	25.4	14.2	-5.0	-34.0	i	-6.8	-8.2
COC(=O)c1ccccc1NS(=O)(=O)c1c(C)noc1C	-2.1	-2.4	-12.2	7.6	-2.8	-0.7	i	-3.6	4.2
CN(C)S(=O)(=O)N1CCN(c2ccnc3cc(Cl)ccc23)CC1	-7.6	-1.1	2.9	6.7	-4.3	1.8	i	2.8	1.1
Cc1c(Cl)cccc1NC(=S)N1CCN(Cc2ccccc2)CC1	5.0	-6.5	-68.6	-3.4	-0.7	-1.3	i	-4.1	-7.5
C/C=C(/C)C(=O)Nc1cccc(C2=NOC3(C2)C[C@@H](C(N)=O)N(C(=O)/C=C/CC)C3)c1 (some centres not stated)	-8.3	-3.1	8.1	12.2	3.6	0.6	i	-7.2	3.6
